Salmonella PhoP GFP – inhibitors of PhoP regulon expression, primary screen, Salmonella Typhimurium, GFP reporter (AID 1863); S. Typhimurium PhoP-regulated promoter GFP reporter, 4 h; higher % means a stronger effect; inhibition, % at 50 µM; hits with a dose series show IC50 in µM; 300,000 tested, 0.16% active;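 active means inhibition over 29.93%, a cutoff 3 SD above the screen mean, later confirmed by dose response; inconclusive means inhibition over 29.93% but no dose response follow-up; inactive means inhibition at most 29.93% or unconfirmed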;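 further: 0% = low Mg2+ inducing control and 100% = high Mg2+ repressing control; strong numbers were not always called active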
SIAH1 antagonists – Siah-1 peptide-binding antagonists, primary screen, biochemical, fluorescence polarization, rhodamine-plectin, uHTS (AID 1817). E3 ubiquitin-protein ligase SIAH1 (Homo sapiens). Siah-1 / rhodamine-plectin peptide fluorescence polarization; higher % means a stronger effect. 290,000 tested, 0.02% active. displacement, % at 20 µM; hits with a dose series show IC50 in µM;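 active means displacement of at least 50% at 20 µM, with a fluorescence ratio check between 0.3 and a set limit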;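 further: plate controls were Siah plus tracer with DMSO for no effect and tracer alone without Siah for full effect; strong numbers were not always called active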
KOR beta-arrestin-1 – KOR antagonists, beta-arrestin recruitment, cell-based, luminescence, uHTS (AID 1778). Kappa-type opioid receptor (Homo sapiens). KOR beta-arrestin recruitment, luminescence, antagonist mode; higher % means a stronger effect. one-dose inhibition, % at 10 µM; IC50 in µM for titrated hits. 290,000 tested, 0.091% active; further: strong numbers were not always called active
Myeloid diff 2 – induction of myeloid progenitor differentiation, primary screen, cell-based, flow cytometry, MLPCN library | ER-HoxA9 myeloid progenitors, lysozyme-GFP differentiation | calls only at 10 µM | 360,000 tested, 1% active | AID 624256, 2012;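 active means normalized GFP-positive differentiation at or above the plate's own cutoff, the solvent-only control mean plus 3 SD; inconclusive means no clear call, values can overlap the other calls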;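 further: cells exposed to compound for four days before flow analysis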
NOD1 NF-kB reporter – NOD1 signaling inhibitors, primary screen, cell-based, luminescence, uHTS (AID 1578) | NOD1-driven NF-kB luciferase reporter cells, luminescence; higher % means a stronger effect | 290,000 tested, 1% active | inhibition, % at 4 µM; hits with a dose series show EC50 in µM; in the data active means inhibition mostly above about 36%, no sharp cut-off; inactive means mostly below about 34%;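 further: HEK-293T reporter cells stimulated with the NOD1 agonist gamma-tri-DAP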
KOR beta-arrestin-2 – KOR agonists, beta-arrestin recruitment, primary screen, cell-based, luminescence, uHTS (AID 1777). Kappa-type opioid receptor (Homo sapiens). activation, % at 10 µM, or EC50 in µM where a hit was titrated. 280,000 tested, 0.02% active. KOR beta-arrestin recruitment, luminescence; higher % means a stronger effect; in the data active means activation above about 50%, passing the limit was not always enough; further: a part of the inactive calls stands beside numbers as strong as those of hits
HIV fusion peptide – inhibitors of HIV fusion peptide binding, primary screen, biochemical, uHTS, fluorescence dequenching (AID 1986); 290,000 tested, 0.3% active; cell-free peptide binding, fluorescence dequenching, 30 min; higher % means a stronger effect; inhibition, % at 20 µM; hits with a dose series show IC50 in µM; in the data active means inhibition mostly above about 52%, no sharp cut-off; inactive means mostly below about 76%; further: some results filed as inactive read as strong as hits
LYP inhibition – inhibitors of LYP phosphatase, biochemical, fluorescence intensity, uHTS (AID 1779) | recombinant LYP phosphatase, fluorescence intensity; higher % means a stronger effect | one-dose inhibition, % at 11.5 µM; IC50 in µM for titrated hits | 290,000 tested, 0.054% active;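 further: plate controls were vehicle with enzyme for no effect and no enzyme for full effect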
HEK293 NOD2/NF-kB – NOD2 signaling inhibitors, cell-based, luminescence, uHTS, HEK293 (AID 1566); 290,000 tested, 0.63% active; HEK293 NOD2/NF-kB luciferase reporter, luminescence; higher % means a stronger effect; inhibition, % at 4 µM; hits with a dose series show EC50 in µM; further: many of its hits are not listed in these tables
Myeloid diff 2 GFP+ MAC1+ % – recorded beside Myeloid diff 2, whose call it bears; GFP+ MAC1+ double positive, %; measured here: differentiation confirmed by MAC1 staining
An asterisk follows results filed as active; i = inactive; ? = inconclusive; / = not tested or not shown; [ ] = another dose, or the depositor's remark. Unless noted, no stated cut-off is given here; in the data, active means inhibition above about 50%; inactive means the rest.

SMILES	Salmonella PhoP GFP	SIAH1 antagonists	KOR beta-arrestin-1	Myeloid diff 2	Myeloid diff 2 GFP+ MAC1+ %	NOD1 NF-kB reporter	KOR beta-arrestin-2	HIV fusion peptide	LYP inhibition	HEK293 NOD2/NF-kB
CN1CCN(c2ccccc2NC(=O)c2ccc(Br)o2)CC1	7%	5%	-9%	i	1.5	/	0.1%	0.4%	-7%	-2%
CC(C)NC(=O)CN(C(=O)CCC(=O)Nc1ccccn1)c1ccc(F)c(Cl)c1	6%	-2%	17%	i	0.5	-9%	-2.8%	0.7%	-3%	-4%
N#Cc1ccc(Sc2nc3ccccc3[nH]2)cc1C#N	11%	-1%	-9%	i	1.6	-3%	4.6%	-0.1%	1%	-6%
Cc1ccc2cc(CCNC(=O)CC(C)C)c(=O)[nH]c2c1	-7%	0%	-57%	i	1.8	-10%	4.3%	3.8%	4%	-1%
COc1ccc(-c2coc3cc(O)ccc3c2=O)cc1O	0%	1%	-7%	i	2.3	-8%	-3.7%	4.7%	-4%	-56%
O=C(NC1CCCC1)c1ccc(CS(=O)Cc2ccc(Cl)cc2)o1 (stereo not given)	-12%	4%	-3%	i	2.2	-11%	-6.4%	1.4%	-5%	1%
O=C(NC12CC3CC(CC(C3)C1)C2)c1ccc(-c2cccc(Cl)c2)o1	-13%	5%	-21%	i	0.2	-34%	-4.3%	3.4%	4%	-23%
N=C1/C(=C\c2ccc(Br)o2)C(=O)N=C2SC(CC(=O)N3CCCCC3)=NN12	-12%	0%	13%	i	2.9	-46%	-0.9%	34%	-1%	-12%
OC(COC(c1ccc(Cl)cc1)c1ccc(Cl)cc1)CN1CCc2ccccc2C1 (stereo not given)	3%	-7%	11%	i	0.2	-41%	3.6%	2.0%	6%	-27%
CC(C)N=C(Nc1ccc(Cl)cc1)c1cccnc1	21%	0%	-19%	i	0.4	20%	4.7%	-3.2%	-10%	9%
O=C(O)c1ccc(-c2nnn(Cc3ccccc3F)n2)cc1	2%	3%	-16%	i	0.2	9%	0.5%	0.8%	-6%	17%
O=C(NCCCN1CCCC1=O)Nc1ccccc1F	5%	-4%	-14%	i	0.8	-38%	4.2%	1.0%	-4%	1%
CCn1c(CC(=O)Nc2ccc(F)cc2)nnc1SCC(=O)N1CCOCC1	-6%	0%	-11%	i	1.0	-12%	1.6%	1.9%	-2%	-1%
CCc1nn(C(CC)C(=O)NCCCc2ccccc2)c(=O)c2cc3occc3n12 (stereo not given)	7%	-3%	-15%	?	/	9%	1.7%	-1.9%	-4%	15%
Cc1ccnc(NS(=O)(=O)c2ccc(NC(=O)Cc3ccc(F)cc3)cc2)n1	-8%	-2%	-13%	i	0.7	-16%	-0.2%	1.3%	0%	14%
COc1ccc(-n2c(SCC(=O)Nc3nccs3)nc3sc4c(c3c2=O)CCN(C)C4)cc1	-2%	-1%	1%	i	1.0	-13%	-2.2%	3.7%	-6%	2%
COc1ccc(/C=N/Nc2ccc([N+](=O)[O-])cc2)cc1Cn1cc([N+](=O)[O-])cn1	11%	1%	-77%	i	0.5	-61%	0.9%	1.4%	-7%	-36%
CC1CCN(S(=O)(=O)c2ccc3c(c2)NC(=O)CS3)CC1	-13%	3%	-29%	i	0.0	-43%	-1.3%	-1.2%	-6%	-6%
CC1CC(C)CN(C(=O)COC(=O)c2ccc[nH]c2=O)C1 (stereo not given)	-9%	1%	-5%	i	0.7	1%	2.6%	6.1%	-2%	1%
O=C(O)c1ccc2c(c1)C(=O)N(CCc1ccccc1)C2=O	16%	0%	-3%[20 µM]	i	0.4	-7%	-2.0%	2.2%	-7%	-1%
Cc1ccccc1Cn1c(-c2ccc(=O)[nH]c2)nc2ccccc21	16%	-5%	1%	i	0.3	3%	-3.1%	-1.1%	-11%	17%
CCc1c(C)nc(N)n2c(SCC(=O)N3CCN(c4ccccc4OC)CC3)nnc12	/	0%	2%	/	/	5%	-11%	-1.2%	-10%	7%
Cc1sc(NC(=O)CN(C)C2CCCCC2)nc1-c1ccc2c(c1)CCN2S(=O)(=O)c1ccccc1	14%	2%	-19%	/	/	8%	-3.4%	5.5%	6%	7%
CCOc1ccc(N2C(=O)Nc3ccccc3C2(O)C(=O)NCc2ccco2)cc1 (stereo not given)	4%	4%	-15%	i	0.5	-16%	1.4%	1.3%	1%	-3%
COCCN1C2=C(C(=O)CC(C)(C)C2)C(c2ccc(OC)c(OC)c2)C2=C1CC(C)(C)CC2=O	-5%	4%	-1%[20 µM]	i	0.4	-1%	-1.5%	0.1%	-8%	15%

An excerpt from above, limited to HIV fusion peptide, HEK293 NOD2/NF-kB and NOD1 NF-kB reporter.
canonical_smiles | HIV fusion peptide | HEK293 NOD2/NF-kB | NOD1 NF-kB reporter
N=C1/C(=C\c2ccc(Br)o2)C(=O)N=C2SC(CC(=O)N3CCCCC3)=NN12 | 34% | -12% | -46%
CC1CC(C)CN(C(=O)COC(=O)c2ccc[nH]c2=O)C1 (stereo not given) | 6.1% | 1% | 1%

Continuation:
SMILES	Salmonella PhoP GFP	SIAH1 antagonists	KOR beta-arrestin-1	Myeloid diff 2	Myeloid diff 2 GFP+ MAC1+ %	NOD1 NF-kB reporter	KOR beta-arrestin-2	HIV fusion peptide	LYP inhibition	HEK293 NOD2/NF-kB
C1CCN(C2CCN(c3nc4nonc4nc3N3CCSCC3)CC2)C1	-9%	7%	-7%	i	0.4	-20%	2.3%	-1.0%	-2%	5%
O=C(CSc1nnc(-c2ccccc2)c(-c2ccccc2)n1)N1CCOCC1	1%	3%	14%	i	0.6	-20%	-0.6%	-0.9%	-7%	12%
O=C(CCCCCn1c(=O)[nH]c2ccsc2c1=O)NCc1ccc(F)cc1	1%	-1%	-2%	i	0.8	4%	-5.9%	-1.2%	-6%	12%
COc1ccc(C(CNC(=O)c2cc(F)c(F)c(F)c2F)N2CCOCC2)cc1 (stereo not given)	0%	5%	-3%	i	1.4	5%	-1.1%	0.1%	-6%	16%
Oc1c(Cl)cc(CN2CCCCC2)c2cccnc12	14%	-11%	-2%	?	/	-9%	-2.7%	0.9%	-6%	1%
COc1cc(-c2n[nH]c(=S)n2-c2ccccc2C(F)(F)F)cc(OC)c1OC	14%	16%	17%	i	0.3	-5%	-1.1%	-0.4%	0%	19%
Cc1ccc(S(=O)(=O)NCC(c2cccnc2)N(C)C)cc1 (stereo not given)	-6%	2%	5%	i	1.8	-20%	10%	0.0%	1%	14%
CC(=O)NCCn1c(SCC(=O)OCc2ccccc2)nc2ccccc2c1=O	3%	7%	12%	i	0.5	-3%	-3.1%	-2.5%	-7%	3%
CCCCCCCCNc1nc(Cl)nc(NCCN2CCOCC2)n1	3%	0%	-13%	i	0.0	-20%	1.9%	0.4%	-4%	12%
O=C(O)CCN1C(=O)C2C3c4ccccc4C(c4ccccc43)C2C1=O (stereo not given)	1%	4%	6%	i	0.3	-4%	3.4%	-0.4%	2%	3%
CCOC(=O)C(NC(=O)CC)(Nc1cc(C)on1)C(F)(F)F (stereo not given)	-8%	-1%	2%	i	0.1	-8%	-2.1%	0.1%	8%	4%
Clc1cc(-c2ccc(/C=N/n3cnnc3)o2)ccc1Br	-10%	7%	-23%	i	0.9	-39%	-0.5%	3.2%	14%	-11%
COCCC(=O)NNS(=O)(=O)c1ccc(Cl)cc1	-2%	-3%	1%	i	0.6	-2%	0.7%	0.5%	3%	19%
CCC1CCCCN1C(=O)CSc1nnc(CNC(=O)COc2ccc(Cl)cc2)o1 (stereo not given)	1%	3%	-34%	i	0.4	-1%	1.6%	-0.8%	-10%	-7%
Cc1ccc(OCC(=O)N/N=C2/SCC(=O)N2Cc2ccccc2)cc1	11%	1%	15%	i	0.8	-34%	-5.4%	1.4%	-8%	-3%
Cc1ccc(C2C(=O)N(C3CCC(C)CC3)CC(=O)N2C2CC2)cc1 (stereo not given)	-2%	3%	42%	i	14	-12%	-4.2%	2.1%	-3%	6%
O=C(COc1cccc(Cl)c1)Nc1ccc(N2CCOCC2)cc1	-9%	-1%	-13%	i	0.5	-13%	1.7%	0.6%	-3%	6%
CCOC(=O)N1CCN(C(=O)CNC(=O)c2ccc(Cl)cc2)CC1	-2%	0%	-1%	i	1.0	-4%	0.3%	-0.6%	-7%	-10%
c1csc(-c2ccc3ccccc3n2)c1	8%	-2%	-19%	i	1.3	-9%	8.5%	0.9%	-7%	-46%
O=C(c1ccco1)N1N=C(c2ccc3nccnc3c2)CC1c1ccccc1 (stereo not given)	-8%	1%	5%	i	0.4	-32%	-3.6%	1.5%	-6%	6%
Cn1ncc(Br)c1C(=O)NC1CCCCCCC1	/	4%	-64%	i	0.5	18%	2.3%	0.6%	-7%	0%
CC(C)[C@H](NC(=O)[C@H](Cc1ccccc1)n1c(=O)[nH]c2ccccc2c1=O)C(=O)N[C@@H](Cc1ccccc1)C(=O)O	/	-2%	-34%[20 µM]	i	4.4	2%	9.4%	2.3%	-7%	4%
Cc1ccc(NC(=O)CSc2ncccn2)cc1F	2%	18%	-22%	i	0.5	-33%	3.3%	2.5%	-6%	-21%
O=C(NNc1ccccc1F)C1CCC1	-9%	2%	14%	i	0.5	-11%	1.2%	-0.1%	-1%	-10%
O=C(NCc1ccccc1)c1nc(S(=O)(=O)Cc2ccccc2)ncc1Cl	-9%	-5%	14%	?	/	-8%	7.5%	1.1%	-3%	47%
Additional records.
SMILES	Salmonella PhoP GFP	SIAH1 antagonists	KOR beta-arrestin-1	Myeloid diff 2	Myeloid diff 2 GFP+ MAC1+ %	NOD1 NF-kB reporter	KOR beta-arrestin-2	HIV fusion peptide	LYP inhibition	HEK293 NOD2/NF-kB
O=C(CCS(=O)(=O)c1ccccc1)Nc1nc2c(s1)CCCC2	6%	0%	6%	i	1.7	8%	-2.7%	0.5%	-6%	14%
O=C(CCS(=O)(=O)c1cc2c(cc1Cl)NC(=O)CO2)NCc1ccc(F)cc1	/	1%	38%[20 µM]	i	1.7	-26%	-2.2%	0.1%	-3%	3%
O=C(CSc1nc2ncccc2[nH]1)c1ccc(F)cc1	-1%	-4%	-36%	i	0.1	-47%	7.0%	1.8%	-4%	-33%
O=C(Cn1cnc2c(nnn2Cc2ccc(F)cc2)c1=O)NCC1CCCO1 (stereo not given)	-8%	8%	28%	i	1.9	-24%	7.3%	0.6%	-2%	16%
O=C(c1cccc(Cl)c1)N(Cc1cccs1)C1CCS(=O)(=O)C1 (stereo not given)	10%	-6%	-8%	i	2.8	-23%	2.7%	16%	0%	2%
Cc1nonc1N1CCN(Cc2cn[nH]c2-c2ccc3c(c2)OCO3)CC1	9%	0%	0%	i	0.4	-27%	-6.6%	-1.8%	-2%	13%
O=[N+]([O-])c1ccc(-c2ccc(/C=N/O)o2)cc1	-4%	15%	28%	i	0.2	-6%	-3.0%	-1.6%	-2%	-28%
CC(C)c1ccc(NC(=O)c2sccc2-n2cccc2)cc1	-3%	-1%	-11%	i	0.1	-38%	1.2%	1.4%	5%	-37%

Compound activity: PubChem, several laboratories

This is a subset (hit frequency here may not be typical).
